HEK293 tox – cytotoxicity in counter-screen for GLP-1R inverse agonists; 0.13% of 410,000 active; HEK293 cAMP-luciferase reporter cells, luminescence, 24 h; Potency, µM (top dose mostly 38.3 µM), for the others: at the top dose activity change, negative = inhibition, hits mostly inhibitors;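 also: loss of luciferase light is scored as toxicity; potency is read from the fitted curve at half-maximal effect; % is scaled to controls: 0 for no effect and ±100 for the full control effect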
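Cells in DMEM/10% Nu serum/1% pen-strep, 1536-well format. Pre-incubated 12 h, dosed with 23 nL compound, incubated a further 24 h. Luciferase detection, 12 min at room temp, luminescence.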
D3 antag – antagonists of human D3 dopamine receptor; P35462; D3R cells, DiscoveRx beta-arrestin luminescence, antagonist mode; stronger effect = lower value; max response, negative = inhibition, %; 2.5% of 360,000 active; AID 652054; in the data active = max response below about -50%; inconclusive = no clear call, values can overlap the other calls; also: % is scaled to controls: 0 for no effect and ±100 for the full control effect; mostly tested at two doses, the higher about 12 µM
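Cells plated overnight at 1500 cells/well, then exposed to library compounds with dopamine controls for 90 minutes at 37 degrees C. DiscoveRx reagent added for 30–60 minutes at room temperature; luminescence read, quantitative HTS format.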
DRD3 agonist – activates the human D3 dopamine receptor; P35462; D3R DiscoveRx beta-arrestin cells, luminescence, 90 min; max activation, %; 0.58% of 410,000 active; in the data active = max activation above about 30%; also: 0% is about no effect; mostly tested at two doses, the higher about 12 µM
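Agonist mode: compounds and dopamine controls were applied to plated cells for 90 min at 37 degrees C after an overnight attachment at 1500 cells/well. Luminescent read-out followed 30 - 60 minutes at room temperature with DiscoveRx detection reagent.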
GLP-1R agonist – GLP-1 receptor (human) agonism; P43220; HEK293 GLP-1R CRE-luciferase, luminescence, 4-6 h; cells express a hypersensitive GLP-1R form; Potency, µM (titrated, usually from 45.6 µM), without a hit: at the highest dose activation, actives largely listed as activators; 0.007% of 380,000 active; AID 624172; also: potency is read from the fitted curve at half-maximal effect; % of control where 0% means no effect
Target sequence (P43220 whole entry, looked up): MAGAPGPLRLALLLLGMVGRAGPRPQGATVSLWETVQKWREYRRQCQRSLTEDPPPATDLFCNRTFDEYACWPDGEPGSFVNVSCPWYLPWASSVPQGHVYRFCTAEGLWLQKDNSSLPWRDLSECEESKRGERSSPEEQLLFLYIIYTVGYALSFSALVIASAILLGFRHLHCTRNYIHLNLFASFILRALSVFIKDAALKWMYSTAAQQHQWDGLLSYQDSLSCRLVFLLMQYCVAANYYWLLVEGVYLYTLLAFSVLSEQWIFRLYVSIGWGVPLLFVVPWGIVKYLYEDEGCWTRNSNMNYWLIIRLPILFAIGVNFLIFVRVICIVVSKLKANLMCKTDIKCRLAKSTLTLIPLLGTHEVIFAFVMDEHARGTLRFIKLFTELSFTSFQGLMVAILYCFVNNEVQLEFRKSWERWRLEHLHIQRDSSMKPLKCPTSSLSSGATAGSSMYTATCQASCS
GLP-1R inv ag – inverse agonists of human GLP-1 receptor; P43220; HEK293 GLP-1R CRE-luciferase, luminescence, 24 h; GLP-1R form is constitutively active; Potency, µM (series often up to 38.3 µM), for the others: at the top dose activity change, negative = inhibition, hits mostly inhibitors; 1.6% of 410,000 active; AID 624417; also: potency is read from the fitted curve at half-maximal effect; % is scaled to controls: 0 for no effect and ±100 for the full control effect; nearly all actives have a fitted effect of over 55% in size
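HEK293 cells stably co-expressing a cAMP-responsive luciferase reporter and constitutively active GLP-1R were seeded, incubated 12 h, then exposed to compounds for 24 h at 37 C. Luminescence was read 12 min after detection reagent; inverse agonists lower signal.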
TDP43 rescue – rescues yeast growth from TDP-43 toxicity | 1.8% of 410,000 active | TDP-43 expressing yeast growth rescue, BacTiter-Glo, 24 h | Potency, µM (highest dose often 46.1 µM), for inactives: at the highest dose growth rescue (activation), usual class: activators; also: potency is read from the fitted curve at half-maximal effect; % of control where 0% means no effect; nearly all actives have a fitted effect of over 50% in size
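Growth rescue of TDP-43-toxic yeast measured as ATP luminescence (BacTiter-Glo). Cells grown to mid-log in raffinose, induced in galactose at OD600=0.02, exposed to compound 24 hr at 30 deg C.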
aSyn yeast inh – alpha-synuclein toxicity inhibition in yeast | AID 652106 | Potency, µM (highest dose often 46.1 µM), inactives show at the highest dose growth rescue (activation), most hits filed as activators | 0.14% of 370,000 active | Yeast expressing alpha-synuclein, growth rescue, BacTiter-Glo, 24 h; also: potency is read from the fitted curve at half-maximal effect; % of control where 0% means no effect; nearly all actives have a fitted effect of over 65% in size
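Screening used galactose-induced yeast with toxic alpha-synuclein levels, exposed to compound for 24 hr at 30 deg C. Cell growth, read with BacTiter-Glo luminescence, gave the measured signal.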
KB-V1 MDR tox – KB-V1 MDR subline cytotoxicity; 3.4% of 400,000 active; Potency, µM (highest dose often 46.1 µM), inactives show top-dose activity change, negative = cytotoxicity, hits mostly cytotoxic; KB-V1 MDR cells viability, CellTiter-Glo, 72 h; also: potency is read from the fitted curve at half-maximal effect; % is scaled to controls: 0 for no effect and ±100 for the full control effect; nearly all actives have a fitted effect of over 60% in size
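KB-V1 cells (P-gp-expressing MDR subline of KB-3-1) in phenol-red-free DMEM with 10% FBS were exposed to library compounds over a concentration series for 72 h at 37 degrees C. Viability read by CellTiter-Glo luminescence; concentration-effect curves fitted after normalization.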
PTHR1 agonist – PTHR1 (human) receptor agonism. HEK293 GP2 PTHR1 cells, GloSensor cAMP luminescence, 1 h. Potency, µM (series often up to 115 µM), inactives show at the highest dose activation, hits mostly activators. 0.075% of 410,000 active; also: potency is read from the fitted curve at half-maximal effect; nearly all actives have a fitted effect of over 55% in size; some results filed as inactive show a strong effect at the top dose; inactives centre near -15; many of its hits are not listed in these tables
Target sequence (Q03431 whole entry, looked up): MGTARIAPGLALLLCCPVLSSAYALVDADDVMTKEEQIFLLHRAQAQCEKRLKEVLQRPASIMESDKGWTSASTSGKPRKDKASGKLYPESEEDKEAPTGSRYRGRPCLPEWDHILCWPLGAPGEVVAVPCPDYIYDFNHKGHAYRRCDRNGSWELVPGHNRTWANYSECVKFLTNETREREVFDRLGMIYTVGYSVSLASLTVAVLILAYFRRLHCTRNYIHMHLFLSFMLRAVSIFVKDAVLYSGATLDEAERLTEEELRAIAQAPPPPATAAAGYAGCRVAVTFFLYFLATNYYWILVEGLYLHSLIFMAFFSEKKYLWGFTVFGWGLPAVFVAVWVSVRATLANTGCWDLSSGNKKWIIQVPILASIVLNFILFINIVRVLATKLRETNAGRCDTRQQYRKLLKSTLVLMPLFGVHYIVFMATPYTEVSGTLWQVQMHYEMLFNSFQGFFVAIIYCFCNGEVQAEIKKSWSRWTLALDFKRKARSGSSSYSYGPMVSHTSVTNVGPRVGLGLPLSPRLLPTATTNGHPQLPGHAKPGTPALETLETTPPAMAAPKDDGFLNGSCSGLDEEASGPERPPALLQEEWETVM
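HEK-293-derived GP2 cells expressing PTHR1 and a GloSensor cAMP reporter, 3,000/well, plated overnight, given luciferin plus IBMX (each 0.5 mM as added) for 1 h at 37 °C, then compound for 1 h at 37 °C. Luminescence was read after 15 min at room temperature.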
Numbers without * were called inactive; i = inactive; u = inconclusive; x = no result given; [ ] = another dose, or the depositor's remark. Unless noted, calls follow the shape of the dose curve; as a rule, active = well fitted curve in the direction sought with a large enough effect; inconclusive = small, poorly fitted or top-dose-only effect, or another doubt; inactive = no such curve, though single readings can be large; an effect the other way counts as inactive or inconclusive. Some of the compounds tested; rates above refer to the full screens.

SMILES | HEK293 tox | D3 antag | DRD3 agonist | GLP-1R agonist | GLP-1R inv ag | TDP43 rescue | aSyn yeast inh | KB-V1 MDR tox | PTHR1 agonist
COc1ccc(/C=C/C(=O)OCC(=O)N2c3ccccc3CC2C)c(OC)c1 (stereo not drawn) | 2.6% | -22.0 | -2.3 | 3.9% | -7.8% | 2.4% | -1.1% | 1.1% | -44.5%[inhibitor]
O=C(/C=C/c1ccc2c(c1)OCO2)c1ccc(O)cc1O | -11.1% | u | -20.3 | 1.8% | u | 8.91µM* | -27.8% | 0.0% | -14.2%
Cc1cc(OCC(=O)OCC(=O)N(C)C2CCS(=O)(=O)C2)ccc1Cl (stereo not drawn) | 1.5% | 12.9 | -3.3 | -7.1% | -4.3% | -10.3% | 0.4% | 0.0% | i
CCN1CCN(C(=O)C2=CC(c3ccc(C)cc3)=NS(=O)(=O)N2C)CC1 | 3.5% | -11.5 | -7.8 | -2.0% | -11.8% | -5.8% | -2.5% | 1.4% | i
COc1ccccc1N1CCN(C(=O)c2cccc(S(=O)(=O)Nc3ccccc3F)c2)CC1 | 8.9% | -2.6 | -13.3 | -1.3% | -16.2% | -18.3% | 0.6%[1.84 µM] | -12.5% | -93.8%[inhibitor]
COc1ccc(C2Nc3ccccc3C(=O)N2Cc2ccccc2)cc1OC (stereo not drawn) | -1.0% | 15.3 | -2.2 | 1.8% | -1.1% | 18.5% | 12.9% | -15.9% | -5.0%
c1ccc(-c2cc3c(N4CCN(c5ccccc5)CC4)ncnc3s2)cc1 | -2.7% | 6.5 | 3.9 | 11.1% | u | 28.2µM* | 9.3% | u | -22.4%
COc1ccc(OC)c(S(=O)(=O)N2CCC(c3nc4ccccc4[nH]3)CC2)c1 | -7.8% | -3.1 | -1.9 | -1.4% | -31.4% | 17.5% | 0.7% | -7.0% | i
O=C(NNC(=O)c1ccccc1F)c1cccc(-n2cccc2)c1 | 1.5% | -8.4 | -21.2 | -13.9% | 30.0% | u | -2.2% | -11.8% | i
CC(=O)c1cc(C#N)c(Oc2cccc(C(F)(F)F)c2)nc1C | -10.6% | -13.1 | 1.2 | -8.7% | -36.7% | 0.0% | -0.7% | 0.0% | -5.8%
CCC(C(=O)N1CCN(c2ccccn2)CC1)n1nc(C)n2c(cc3occc32)c1=O (stereo not drawn) | 1.7% | -12.3 | -5.0 | 17.9% | -16.6% | -7.4% | 1.6% | u | i
O=S(=O)(Cc1ccc(Cl)cc1)CC(O)COCc1ccccc1 (stereo not drawn) | 7.5% | 11.1 | 6.4 | -1.6% | 2.9% | 7.7% | 4.0% | u | -21.0%[57.5 µM]
CCOc1ccc(NC(=O)Cn2c(=O)cc(C)c3c(C)nn(C)c32)cc1 | -5.3% | x | 4.3 | x | -8.0% | 18.1% | x | 23.8% | -20.7%
CCOC(=O)C1=C(C)N=C2SC(C(=O)OC)=CC(=O)N2C1c1cc(OC)c(OC)c(OC)c1 (stereo not drawn) | 2.9% | -0.9 | 15.6 | 1.2% | 10.1% | 6.6% | 0.6% | u | i
COc1ccc(S(=O)(=O)N2CCOCC2)cc1NC(=O)c1ccc(SC)cc1OC | 8.2% | 1.1 | 4.4 | -1.0% | 53.4%[activator] | 3.7% | -0.1% | u | -36.3%[inhibitor]
CCOc1cccc(/C=N/Nc2nc(N3CCCC3)nc(N3CCCC3)n2)c1O | 2.3% | -21.8 | -21.0 | 3.0% | -23.9% | 3.2% | 4.4% | u | -8.0%
Cc1cc(NC(=O)COc2coc(CN3CCN(c4ccc(F)cc4)CC3)cc2=O)no1 | -3.0% | 18.6 | -0.3 | -0.7% | 1.9% | 6.6% | -4.4% | 5.2% | i
Cc1ccc(/C=N/NC(=O)c2nnn(-c3nonc3N)c2C(C)C)o1 | -25.2% | -9.3 | -7.0 | -0.7% | -3.7% | 16.7% | 2.1% | 16.6% | -32.0%
CCCN1CCN(CCCNC(=O)CCN2C(=O)COc3ccccc32)CC1 | 11.1% | -0.3 | -9.7 | -0.6% | 10.8% | -9.1% | 0.3% | 4.9% | -20.0%
CC(Cl)C(=O)c1ccc2c(c1)CCN2C(=O)C1CC1 (stereo not drawn) | -10.2% | -6.5 | 0.8 | -2.1% | 87.8%[activator] | 9.8% | -3.6% | -11.5% | 7.3%
O=C(NCCc1c[nH]c2ccccc12)c1ccccc1 | 9.1% | 1.4 | -0.8 | 3.7% | -2.0% | u | 0.3% | 11.5% | -44.9%[inhibitor]
CN(C)c1ncnc2c1ncn2[C@H]1CN(Cc2ccc(F)cc2)C[C@@H](CO)O1 | 0.4% | -16.9 | -0.4 | -4.6% | 21.6% | -9.5% | -0.9% | 1.4% | -17.3%
Cc1cc(Br)ccc1SCC(=O)OCC(=O)NCc1ccc2c(c1)OCO2 | 1.7% | -19.4 | -1.0 | 4.0% | 11.1% | 28.0% | 5.9% | 13.2% | i
CCN(CC)C(=O)CN1C(=O)c2cccc3cccc1c23 | 28.8% | 24.1 | 5.0 | -2.9% | 22.8% | 15.0% | 1.7% | 8.7% | i
Cc1ccc([C@H]2C(C(=O)O)=CC[C@@H](c3ccc(C(C)C)cc3)N2S(=O)(=O)c2ccc(C)cc2)cc1 | -10.1% | -63.8* | -34.2 | -4.7% | u | 6.7% | -17.4% | 0.0% | -48.7%[inhibitor]
SMILES | HEK293 tox | D3 antag | DRD3 agonist | GLP-1R agonist | GLP-1R inv ag | TDP43 rescue | aSyn yeast inh | KB-V1 MDR tox | PTHR1 agonist
CC(=O)N1CCCC(C)(C(=O)N(C)Cc2cccc3ccccc23)C1 (stereo not drawn) | 1.0% | 0.0 | -10.3 | -5.0% | -2.2% | 15.8% | -1.7% | -10.1% | -1.7%
COC(=O)C1=C(C(=O)c2ccc(C)cc2)C(c2ccccc2)n2nnnc2N1 (stereo not drawn) | -7.2% | -14.8 | -5.4 | 1.1% | -23.0% | -9.3% | 0.6% | 13.5% | i
COc1cc2c(cc1OC)C(COc1ccc3c(C)cc(=O)oc3c1)N(C(=O)c1ccco1)CC2 (stereo not drawn) | -29.9% | 22.1 | 16.1 | 12.5% | 76.4%[activator] | -16.4% | 1.6% | u | -16.9%[57.5 µM]
COc1ccc(OC)c(NC(=O)CC2SC(=NCc3ccccc3)NC2=O)c1 (stereo not drawn) | -17.8% | -11.9 | -1.8 | -0.8% | -25.7% | -12.4% | -18.2% | 3.2% | -16.4%
CN(C(=O)c1ccc(NC(=O)Cc2cccc(NC(=O)C3CCN(C(=O)C4CCCCC4)CC3)c2)cc1)C1CC1 | -1.0% | 29.8 | 4.0 | 4.1% | 10.6% | 24.8% | -2.8% | -1.5% | -14.1%
Cc1ccc(CN2CCN(C3CCNCC3)C(=O)C2=O)cc1 | 6.8% | x | -27.2 | x | 9.8% | 0.3% | x | -13.8% | i
Cn1c(=O)c2c(nc(CN3CCC(C(N)=O)CC3)n2Cc2c(Cl)cccc2Cl)n(C)c1=O | -7.2% | 13.0 | -0.1 | 11.0% | 0.0% | 20.7% | -1.3% | -14.2% | i
CC1(C(=O)NS(=O)(=O)c2cccc(F)c2)CCN1C(=O)c1ccccc1 (stereo not drawn) | 10.9% | 11.1 | -0.9 | 5.8% | 12.9% | -6.2% | 0.9% | -1.4% | 13.5%
CCC(C)N=CC1=C(O)CC(c2ccccc2)CC1=O (stereo not drawn) | 4.2% | 2.6 | 6.8 | -8.4% | -13.3% | 3.6% | 5.6% | -13.4% | i
CN(C)c1ccc(/C=N/NC(=S)NCc2ccccc2)cc1 | u | 12.6 | -4.0 | 6.7% | u | u | -3.2% | -20.1% | -28.7%
CC1CCc2[nH]c3ccc(C(=O)N4CCCC(C(F)(F)F)C4)cc3c2C1 (stereo not drawn) | -13.0% | -20.0 | 0.9 | -14.2% | 10µM* | 5.4% | 8.5% | u | i
Cc1cccc(C)c1NC(=O)CSCc1cccc(CSCC(=O)Nc2c(C)cccc2C)n1 | -10.7% | 7.5 | 8.0 | 0.4% | -6.9% | 18.2% | -11.5% | 2.2% | -9.7%[57.5 µM]
CC(=O)Nc1nonc1-c1nnc(SCc2ccccc2C)n1C | 14.6% | x | 4.8 | x | 13.0% | 27.0%[9.22 µM] | x | 9.8% | i
Cc1c2cnn(-c3ccccc3)c(=O)c2c(C)n1CCCC(=O)Nc1ccc(F)cc1F | -0.6% | x | 0.1 | x | -16.0% | 6.6% | x | 6.0% | i
COc1ccc(CNc2nc(SCc3ccc(Cl)cc3)nc3ccccc23)cc1 | 2.7% | x | -2.7 | x | 7.0% | -0.3% | x | x | -4.2%
CCCCOc1ccc(-c2nnn(CC(=O)NCc3ccco3)n2)cc1 | 1.8% | -8.7 | 29.0 | -2.6% | -2.8% | -14.3% | 0.1% | 4.11µM* | i
O=C(NC(c1ccccc1)c1cnccn1)C1CCN(CCCOc2ccccc2)CC1 (stereo not drawn) | 2.2% | 0.7 | -22.2 | 9.2% | -12.8% | 20.5% | 0.9% | 0.7% | -8.3%
CCOc1ccc(S(=O)(=O)Nc2ccc(O)c(Sc3ncn[nH]3)c2)cc1 | -7.5% | u | 0.8 | -1.4% | 10.6% | 0.4% | 2.9% | 7.8% | i
Cn1c(C(=O)N[C@@H](Cc2ccccc2)C(=O)O)cc2cc(Cl)ccc21 | 7.2% | 5.6 | 11.3 | 17.8% | -16.0% | -4.5% | 6.6% | 20.7% | -4.2%

Screens: PubChem BioAssay, National Center for Advancing Translational Sciences (NCATS)
